# Screening results: PubChem, several laboratories
# phage Ecoli inh – E. coli growth loss with phage present | 360,000 tested, 0.26% active | growth absorbance | AID 651602 | inhibition, % at 11.9 µM; in the data active means inhibition above about 11%
# HTR5A ag – counter-screen for OPRM1-OPRD1 agonists: human HTR5A agonism; 340,000 tested, 0.61% active; AID 504692; activation, % at 9.3 µM; HTR5A agonist assay, luminescence, cell-based; P47898; in the data active means activation mostly above about 9.5%, no sharp cut-off; inactive means mostly below about 7.6%;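 further: 0% = cells with vehicle only and 100% = reference agonist; strong numbers were not always called active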
# PKA-R2B activ – activators of human PKA-R2B complex; PKA-R2B holoenzyme dissociation, Cy5-IP20 fluorescence polarization; R2B truncated from residue 108, S112A mutant; 0% DMSO only, 100% 113 µM cGMP; activation, % at 11.4 µM; 340,000 tested, 0.079% active; AID 504700;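 active means activation above a cutoff set at the mean over all compounds plus 3 SD, cut at about 18% in these data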;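 further: higher means more holoenzyme dissociation and a rise in polarization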
# Target sequence (P31323 whole entry, looked up, other chains not shown, the tested form may be a part): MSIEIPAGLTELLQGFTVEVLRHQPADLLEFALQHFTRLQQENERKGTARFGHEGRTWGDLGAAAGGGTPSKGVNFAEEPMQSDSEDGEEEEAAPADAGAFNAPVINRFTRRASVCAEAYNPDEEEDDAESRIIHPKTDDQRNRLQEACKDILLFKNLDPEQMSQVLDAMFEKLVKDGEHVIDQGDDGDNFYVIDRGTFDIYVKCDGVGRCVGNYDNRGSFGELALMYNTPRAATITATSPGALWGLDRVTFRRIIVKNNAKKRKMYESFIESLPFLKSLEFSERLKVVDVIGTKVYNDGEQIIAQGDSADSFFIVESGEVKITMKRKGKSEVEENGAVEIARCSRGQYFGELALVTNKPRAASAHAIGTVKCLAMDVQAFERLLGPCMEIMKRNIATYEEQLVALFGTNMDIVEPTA
# Mot1-301 SUMO – SUMOylation pathway inhibition by Mot1-301 growth rescue | growth rescue, % at 18.8 µM | S. cerevisiae Mot1-301 growth rescue, ATP luminescence, 38.5C; percent above DMSO median, 100 means doubled | 320,000 tested, 1% active;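 active means every valid replicate shows activation above 250% relative to neutral control wells; inactive means the rest, any valid replicate at or below 250%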;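 further: OY570 slx delta 5 strain wells were the positive control but not used for scaling; some compounds called inactive have numbers as strong as hits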
# E coli growth – counter-screen for AddAB inhibitors: E. coli growth inhibition; E. coli V3065 growth, OD600 absorbance, 18 h; inhibition, % at 11.9 µM; 330,000 tested, 0.27% active; AID 449728;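 active means inhibition above the campaign's mean inhibition across all tested compounds plus 3 SD, cut at about 9.9% in these data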;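 further: uninfected addAB+ strain grown without phage in ampicillin broth; 0% = DMSO wells and 100% = ciprofloxacin 0.95 µg/ml wells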
# CDK5 p35 inh – CDK5/p35 (human) kinase inhibition. Recombinant CDK5/p35, ADP-Glo luminescence, 60 min. inhibition, % at 10 µM. 330,000 tested, 0.01% active. AID 488839;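 active means highest replicate inhibition of at least 50% and at least 75% of replicates reaching 50%; inconclusive means only one of the two criteria met; inactive means both criteria failed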;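 further: plate controls were DMSO neutral control for no effect and GW8510 at 10 µM for full effect; many of its hits are not listed in these tables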
# Target sequence (Q00535 whole entry, looked up): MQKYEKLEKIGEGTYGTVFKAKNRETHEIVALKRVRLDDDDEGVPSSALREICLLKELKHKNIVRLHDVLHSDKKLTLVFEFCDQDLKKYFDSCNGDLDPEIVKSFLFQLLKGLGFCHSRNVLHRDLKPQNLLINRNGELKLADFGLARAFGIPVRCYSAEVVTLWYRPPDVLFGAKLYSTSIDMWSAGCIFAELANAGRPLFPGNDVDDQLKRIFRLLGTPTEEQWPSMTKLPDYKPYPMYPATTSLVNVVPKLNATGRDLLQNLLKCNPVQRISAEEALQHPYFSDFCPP
# Target sequence (Q15078 whole entry, looked up): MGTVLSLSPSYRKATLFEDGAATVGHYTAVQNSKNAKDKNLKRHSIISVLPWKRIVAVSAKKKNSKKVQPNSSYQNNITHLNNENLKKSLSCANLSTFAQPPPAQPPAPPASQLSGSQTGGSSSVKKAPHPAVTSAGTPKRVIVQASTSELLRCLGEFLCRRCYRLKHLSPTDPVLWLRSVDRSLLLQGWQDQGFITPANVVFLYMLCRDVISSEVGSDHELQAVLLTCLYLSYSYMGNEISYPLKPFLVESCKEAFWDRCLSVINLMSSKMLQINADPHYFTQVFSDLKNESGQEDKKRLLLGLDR
# Tat transport – blocks Tat-dependent protein export in E. coli; inhibition, % at 10 µM; 340,000 tested, 0.036% active; AID 488895; E. coli MC4100 TorA-mCherry Tat export, fluorescence;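 active means mean replicate inhibition at least 50% and at least half of replicates individually reaching 50%; inconclusive means only one of the two criteria met; inactive means neither criterion met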;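 further: exported cargo escapes ClpAP degradation while cytoplasmic cargo is degraded and loses fluorescence; 0% = median of neutral control wells and 100% = median of NaSCN control wells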
# DAGLB inh – blocks human DAGLB lipase activity | 340,000 tested, 0.059% active | HEK293T DAGLB membrane lysate, EnzChek fluorogenic substrate | Q8NCG7 | inhibition, % at 5.17 µM; in the data active means inhibition above about 34%;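 further: 0% = enzyme with vehicle and 100% = wells lacking enzyme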
# HTR5A inv ctr – inverse agonist of human HTR5A in OPRM1-OPRD1 counter-screen | P47898 | HTR5A cell line, luminescence, inverse agonism | inhibition, % at 9.3 µM | 340,000 tested, 0.083% active | AID 504634; in the data active means inhibition mostly above about 23%, no sharp cut-off; inactive means mostly below about 18%;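 further: 0% = cells with DMSO and 100% = no-cell wells with DMSO; some compounds called inactive have numbers as strong as hits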
# PKA-R1A act – activates the PKA-R1A holoenzyme complex | P00514+P68181 | PKA-R1A dissociation, Cy5-IP20 fluorescence polarization; scaled: DMSO 0%, 113 µM cGMP 100% | activation, % at 11.4 µM | 340,000 tested, 0.083% active | AID 504707;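 active means percent activation above the mean of all tested compounds plus 3 SD, cut at about 19% in these data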;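 further: higher means more PKAc released from R1A so a rise in polarization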
# AddAB inh – less growth of phage-infected E. coli with AddAB. E. coli expressing H. pylori AddAB, absorbance growth. inhibition, % at 11.9 µM. 330,000 tested, 0.29% active; in the data active means inhibition above about 12%;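 further: 0% = vehicle wells of infected cells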
# An asterisk follows results filed as active; ? = inconclusive; . = not tested or not shown; & = joins results of further samples.
# Every second line gives: phage Ecoli inh	HTR5A ag	PKA-R2B activ	Mot1-301 SUMO	E coli growth	CDK5 p35 inh	Tat transport	DAGLB inh	HTR5A inv ctr	PKA-R1A act	AddAB inh
CCCn1nc(-c2nnc(-c3ccc(C)c(C)c3)o2)c2ccccc2c1=O
→ .	-5	0	5	-0.2	1.4	-12	-4	12	-14	0.5
CCCCc1nc2sc3c(SCCN(C)C)ncnc3c2c2c1CCC2
→ 3.1	5	7	-8	-4.3	-0.7	13	-1	-8	3	1.9
COCCn1c(C)cc(C(=O)COC(=O)c2ccc(S(=O)(=O)N(C)C)cc2)c1C
→ 1.5	-1	0	7	1.0	-1.2	0	-1	2	2	0.7
COc1ccc(C2c3[nH]c4ccccc4c3C[C@H]3C(=O)N(C)CC(=O)N23)cc1OC (stereo not given in full)
→ 0.9	1	5	5	-0.4	1.8	1	1	-4	-2	-0.4
CCCCC1(C)OC(=O)C(=Cc2ccc(N(C)C)cc2)C(=O)O1 (stereo not given)
→ 2.9	0	-11	134	-1.6	-0.3	4	2	0	5	1.7
Cn1cnnc1SCCNS(=O)(=O)c1cccc([N+](=O)[O-])c1
→ 1.8	-3	14	-18	-0.4	-0.2	-4	-1	6	5	2.1
O=c1/c(=C/c2ccc(CNS(=O)(=O)c3ccccc3)o2)sc2n1CCN=2
→ 0.8	-7	-5	189	-1.5	-1.0	-12	-2	16	-1	0.3
CN(C)C(=O)N1CCN(C(=O)c2ccccc2Sc2ccccc2C#N)CC1
→ -0.1	-4	-2	-7	-0.2	1.1	-4	2	5	-2	1.4
CCOc1cc(/C=N/NC(N)=O)cc(Br)c1OCC(=O)Nc1ccccc1C
→ 2.7	5	-3	1	-0.5	0.4	-2	3	-12	10	-0.1
COC(=O)CCCCC(=O)C1C(=O)CC(C)(C)C(C(=O)OC)C1=O (stereo not given)
→ 4.0	-2	-3	0	0.4	-0.5	6	-1	3	-10	-0.6
O=C(NCC1COc2ccccc2O1)c1c[nH]c2ccc(S(=O)(=O)N3CCOCC3)cc2c1=O (stereo not given)
→ 1.9	6	1	.	.	2.0	6	0	-16	-10	.
CCN(CC)CCNC1=NCCn2c1cc1cc(OC)ccc12
→ 4.0	0	-4	184	2.5	-3.3	9	4	-8	-3	1.1
OCCNc1nc(Nc2ccccc2)nc(Nc2ccccc2)n1
→ 1.5	6	6	-9	0.0	0.4	0	-2	-17	3	3.5
O=C(Cn1nnc(-c2ccccc2)n1)N/N=C/c1ccc(-c2ccc(Cl)cc2)o1
→ 2.3	1	-7	-18	-1.6	1.2	9	2	-14	-6	2.9
COc1ccc(-c2csc3ncn(-c4ccc(C)cc4)c(=O)c23)cc1OC
→ 3.0	5	-3	-9	-1.4	1.7	15	0	-13	-3	-0.7
COc1ccc2c(c1)CCC(C)N2S(=O)(=O)c1ccc(C2CNC(=O)C2)cc1 (stereo not given)
→ 2.6	12	-4	62	-0.4	-3.1	10	-2	-16	6	2.4
Cc1ccnc(SCc2cn3c(C)cccc3n2)n1
→ 2.1	2	-4	-2	-2.8	1.2	-1	-2	-6	0	-1.9
CCOC(=O)COc1ccc(S(=O)(=O)NC2CC2)cc1
→ 3.2	-1	3	3	-0.2	1.9	-1	-4	3	-7	2.5
COc1ccc(NC(=O)/C=C/c2ccc(C)o2)cc1S(=O)(=O)N1CCOCC1
→ -2.5	2	3	9	-0.3	1.3	-6	1	17	0	5.6
Cn1c(SCC(=O)NC2CCCCC2)nnc1-c1ccccc1O
→ -2.1	-1	-2	-1	-0.1	-0.9	-1	1	3	-11	0.7
COc1ccc2cc(/C=N/NC(=O)c3c(Cl)cnn3C)c(Cl)nc2c1
→ 3.7	1	1	-4	0.3	-0.4	0	-1	8	1	0.0
S=c1[nH]c2ccccc2n1CCc1ccncc1
→ 3.9	2	10	.	.	0.0	3	0	-6	5	.
NC(=S)NN=C1c2cc(Cl)ccc2-c2c1cc(Cl)cc2[N+](=O)[O-]
→ .	1	-9	.	.	0.1	-12	3	-4	-2	.
COc1cccc(CNC(=O)COC(=O)CNC(=O)c2ccc(-c3ccccc3)cc2)c1
→ -0.3	15*	0	.	-2.2	-1.4	1	-3	-37	9	1.3
C=CCOc1ccc(/C=N/O)cc1Cl
→ 1.8	1	-11	50	0.7	0.9	-4	0	1	2	3.4
N/C(COc1ccc(Cl)cc1)=N\NS(=O)(=O)c1ccccc1
→ 5.9	-3	-8	-22	-1.4	-1.0	-1	3	1	2	-0.1
CCCn1c(SCC(=O)N2CCCC2=O)nc2ccccc2c1=O
→ -1.0	1	-1	.	.	-1.0	4	0	-4	-8	.
Cc1ccc(C(CNS(=O)(=O)c2ccccc2)N2CCN(C)CC2)cc1 (stereo not given)
→ -0.6	0	-1	20	4.6	1.3	0	-2	0	2	0.9
Cc1ccc(S(=O)(=O)ON2C(=O)c3cccc4cccc(c34)C2=O)cc1
→ 3.5	-2	-15	197	-0.7	-3.7	5	-1	0	0	-2.3
Cc1cc(C)n2nc(SC(C)C(=O)N3CC(C)OC(C)C3)nc2n1 (stereo not given)
→ 2.3	3	8	6	-0.2	1.4	?	0	-11	-4	-0.5

# Further compounds:
# Every second line gives: phage Ecoli inh	HTR5A ag	PKA-R2B activ	Mot1-301 SUMO	E coli growth	CDK5 p35 inh	Tat transport	DAGLB inh	HTR5A inv ctr	PKA-R1A act	AddAB inh
CN(C)CCNC(=O)c1c(O)c2c([nH]c1=O)CCCC2
→ -0.5	1	-10	630*	0.4	0.2	3	0	-7	7	1.3
CCOc1ccc(NC(=O)CCNS(=O)(=O)c2cccs2)cc1
→ 1.1	2	18	-14	0.9	2.8	0	6	-4	-7	0.3
CC1NC(=O)NC1CCCCCC(=O)Nc1ccc(F)cc1 (stereo not given)
→ 2.0	7	-1	3	-0.8	-3.1	-15	2	16	-7	3.1
COCCOc1nc2c(c(=O)n(C)c(=O)n2C)n1CCc1ccccc1
→ -1.0	2	-6	368	-1.6	-1.3	-4	0	20	-2	0.0
Nc1nc(NCc2ccccc2)nc(Nc2ccc(F)cc2)c1[N+](=O)[O-]
→ 2.6	1	-4	5	0.8	3.5	-3	1	14	3	0.5
COC(=O)CCC(=O)OC1(C)C(=O)C2=CN(c3ccc(OC)cc3)C(c3ccc(OC)cc3)=CC2=C(Br)C1=O (stereo not given)
→ .	5	3	-20	-2.1	2.0	5	9	-22	2	2.3
Cc1ccnn1CC(=O)N/N=C/c1cn[nH]c1-c1ccccc1
→ 0.3	-1	-1	-19	1.0	1.1	2	0	-3	11	1.9
Cc1ccc(NC(=O)CN2CC(C)SC2=NC2CCCCC2)cc1 (stereo not given)
→ 1.1&4.8	-1&7	-3&9	-16	1.8	-0.9&0.5	0&-15	-4&-1	3&3	-7&-1	2.0
Cc1ccc(-c2ccc(/C=N/N3C(=O)C4C5C=CC(C6CC56)C4C3=O)o2)c([N+](=O)[O-])c1 (stereo not given)
→ 2.3	-6	2	0	0.1	0.9	-13	-1	12	-8	4.3
COc1cc(C2NC(=O)NC(C)=C2C(=O)OC2CCC(C)CC2)ccc1O (stereo not given)
→ 3.0	1	3	-18	-0.2	0.5	-2	2	-3	-13	5.0
CCOC(=O)CSc1cc(C(F)(F)F)nc(-c2ccccn2)n1
→ 4.1	-1	5	-3	0.1	-0.1	6	-1	1	-7	0.2
Cc1cccc(-n2ncc3c2CCCC3NC(=O)C2(C(N)=O)CC2)c1C (stereo not given)
→ -0.3	6	-7	-7	1.4	-0.6	-4	-3	-16	-2	-0.9
COc1cc(CCC(=O)OCC(=O)Nc2cccc(S(=O)(=O)N(C)C)c2)cc(OC)c1OC
→ 1.4	-2	-1	9	1.1	0.6	4	-3	15	4	2.6
Cc1oc(C(C)(C)C)cc1C(=O)N1CCN(C(c2ccccc2)c2ccccc2)CC1
→ -0.6	-5	-5	-15	0.6	-0.1	2	-5	-10	4	-0.3
COc1cccc(-c2nc(CS(=O)(=O)CC(=O)NC3CC3)c(C)o2)c1
→ 0.3	0	4	-5	-0.3	1.2	3	-2	8	-4	2.4
O=S(=O)(Cc1ccc(Cl)cc1)N1CCCCCC1
→ 0.8	-1	2	2	-0.2	0.8	-11	-1	0	-2	-1.4
COc1ccc2nc(SCC(C)=O)c(C#N)cc2c1
→ 3.1	-2	-8	2	-0.9	1.2	-3	-5	6	-9	2.4
COCCN(C(=O)Cc1cccs1)c1nnc(-c2cccnc2)s1
→ 0.5	1	4	-7	0.2	0.0	16	2	-17	-2	-0.5
CCc1nc2ccc(C(=O)NCc3ccc(C)o3)cc2nc1CC
→ 2.7	-3	-17	11	-0.6	-6.5	14	-5	0	0	-1.8
O=C(O)CCCC(=O)N1CCN(c2cccc(Cl)c2)CC1
→ 1.3	-2	-11	-8	1.4	1.2	2	1	-34	3	-0.9
Cc1ccc(NNC(=O)c2cc(C(C)(C)C)nn2Cc2ccccc2)cc1
→ -0.5	-4	-9	242	-0.7	0.2	5	-15	-15	11	-1.1
CC1CCCCN1C(=O)COC(=O)c1ccc2c(c1)C(=O)N(Cc1ccco1)C2=O (stereo not given)
→ 2.7	15	-4	50	-1.2	0.5	-2	-3	-39	-6	0.8
C/C(Cc1ccccc1)=N\NC(=O)CNC(=O)Cc1ccccc1
→ 1.5	-3	-4	23	0.2	1.2	-1	2	21	-10	1.5
CC(=O)Nc1ccc(C(=O)OCC(=O)N2CCCC2)cc1
→ 4.5	0	-9	15	3.1	-0.1	-6	1	14	-8	5.4
COC(=O)c1sccc1NC(=O)CSCCc1ccccn1
→ 1.5	1	11	160	2.3	1.6	-30	-3	-4	1	1.3
COc1ccc(C2CC(c3ccccc3)=NN2C(=O)COC(=O)c2nc3nc(C)cc(C)n3n2)cc1 (stereo not given)
→ 1.6	-1	-1	-22	-2.5	-1.7	5	1	3	-9	-1.4
CC1(C)C(CSc2nc3ccccc3[nH]2)C1(Cl)Cl (stereo not given)
→ 4.3	1	-3	8	0.0	0.1	0	-6	13	-7	4.1
COc1ccc(-c2cc3nc(C4CCN(C(=O)OC(C)(C)C)CC4)c(C(=O)O)cn3n2)cc1
→ 2.6	-4	-5	-26	-2.0	-0.8	8	3	0	4	2.9
COc1ccccc1NC(=O)COc1ccc(/C=N/NC(=O)c2cccnc2)cc1
→ 3.3	-1	-5	-16	0.8	-1.3	0	1	3	-15	-0.1
O=C(C(NS(=O)(=O)c1cccc2nsnc12)c1ccccc1)N1CCN(c2ccccc2)CC1 (stereo not given)
→ 0.8	-1	9	5	0.6	-0.1	2	4	-16	-1	-2.5
Cc1cc2cc(CN(Cc3cccs3)C(=S)NCC3CCCO3)c(=O)[nH]c2cc1C (stereo not given)
→ 3.1	0	5	-5	-0.5	1.1	1	2	1	9	3.9

# Whole records, quoted from the list. Values in the order: phage Ecoli inh	HTR5A ag	PKA-R2B activ	Mot1-301 SUMO	E coli growth	CDK5 p35 inh	Tat transport	DAGLB inh	HTR5A inv ctr	PKA-R1A act	AddAB inh
# CC1CCCCN1C(=O)COC(=O)c1ccc2c(c1)C(=O)N(Cc1ccco1)C2=O (stereo not given) across the screens: 2.7	15	-4	50	-1.2	0.5	-2	-3	-39	-6	0.8
# O=S(=O)(Cc1ccc(Cl)cc1)N1CCCCCC1 across the screens: 0.8	-1	2	2	-0.2	0.8	-11	-1	0	-2	-1.4
